HCV NS3 hel inh – inhibitors of Hepatitis C virus NS3 helicase | 0.56% of 290,000 active | inhibition, % at 10.9 µM | AID 1800 | NS3 helicase DNA unwinding, Cy5 molecular beacon fluorescence;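 active means inhibition above the mean of all tested compounds plus 3 SD, set per campaign, cut at about 35% in these data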;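 further: 0% = DMSO wells and 100% = thioflavine S control wells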
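Assay system – hepatitis C virus NS3 helicase domain fragment enzyme · Buffer or medium – MOPS pH 6.5, MgCl2, DTT, Tween20, BSA · Reagent – Cy5/quencher beacon DNA duplex and ATP to start · Compound – single 10.9 µM dose · Timing – 1 h at 25 °C · Technique – Cy5 beacon fluorescence read at start and 1 h · Measure – % inhibition of unwinding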
M18AAP inhibitor – blocks P. falciparum M18 aspartyl aminopeptidase; 1.2% of 290,000 active; inhibition, % at 7.35 µM; recombinant PfM18AAP, H-Glu-NHMec fluorogenic cleavage; AID 1822;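 active means inhibition above the campaign mean inhibition over all tested compounds plus 3 SD, cut at about 28% in these data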;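 further: 0% = plate median of test compound wells and 100% = 2 mM ZnCl2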
MEKK2 mut-MEK5 – signal of MEK5 binding to mutant human MEKK2 PB1 domain; 0.35% of 290,000 active; percent response, % at 10 µM; bead flow cytometry, Alexa488-MEK5 binding to MEKK2 mutant; AID 1530; in the data active means percent response above about 24%, passing the limit was not always enough; further: inactives centre near 1; some results filed as inactive read as strong as hits
NALP1 inh – NALP1 inhibition | inhibition, % at 10 µM | 0.61% of 280,000 active | S. cerevisiae NALP1/ASC/caspase-1 growth, X-gal OD620, 72 h | AID 2071; in the data active means inhibition mostly above about 24%, no sharp cut-off; inactive means mostly below about 32%; further: some compounds called inactive have numbers as strong as hits
DNA FID counter – fluorescent intercalator displacement, NS3 helicase counter-screen; DNA fluorescent intercalator displacement, fluorescence; inhibition, % at 7.9 µM; 0.17% of 290,000 active; in the data active means inhibition above about 37%;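 further: 0% = vehicle and 100% = reference compound; higher means more ethidium bromide displaced from hairpin DNA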
VIM-2 inhibitor – inhibitors of Pseudomonas aeruginosa VIM-2 metallo-beta-lactamase | purified VIM-2, nitrocefin hydrolysis, epi-absorbance fluorescence | inhibition, % at 5.6 µM | 0.89% of 290,000 active | AID 1527;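 active means inhibition above the mean of all tested compounds plus 3 SD, cutoff set per screening run, cut at about 7.5% in these data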;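 further: red hydrolysis product quenches plate fluorescence so inhibitors raise well fluorescence; 0% = enzyme with DMSO and 100% = DMSO without enzyme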
MEKK2wt PB1 HTS – raises or lowers MEK5 binding to wildtype human MEKK2 PB1 domain; Q9Y2U5; bead flow cytometry, Alexa488-MEK5 binding to MEKK2 WT; actives lie on both sides; binding response (% of control), % at 10 µM; 1.1% of 290,000 active; AID 1531; in the data active means binding response below about 67% or above about 130%; inconclusive means no clear call, values can overlap the other calls; inactive means in between
IMP-1 inh – blocks Pseudomonas aeruginosa IMP-1 metallo-beta-lactamase | purified IMP-1, nitrocefin hydrolysis, epi-absorbance fluorescence | inhibition, % at 5.6 µM | 0.45% of 290,000 active | AID 1556;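 active means inhibition above the mean plus 3 SD of all compounds in the same screening run, cut at about 4.5% in these data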;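 further: 0% = IMP-1 with DMSO and 100% = DMSO wells lacking enzyme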
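System: Purified recombinant IMP-1 metallo-beta-lactamase enzyme | Measured by: Fluorescence quenching readout, ex 480/em 530 nm | Replication: Singlicate | Incubation: 15 min preincubation plus 25 min reaction at 25 °C | Evaluation: Percent inhibition from optical density relative to buffer-blank wells | Benchmarks: DMSO with and without IMP-1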
SUMO HTRF inh – blocks human SUMOylation mediated by UBC9; P63279; 0.36% of 290,000 active; inhibition, % at 35 µM; HTRF SUMOylation assay, SAE1/SAE2 + UBC9, in vitro; in the data active means inhibition above about 50%, passing the limit was not always enough; inconclusive means no clear call, values can overlap the other calls; further: strong numbers were not always called active
Target sequence (P63279 whole entry, looked up): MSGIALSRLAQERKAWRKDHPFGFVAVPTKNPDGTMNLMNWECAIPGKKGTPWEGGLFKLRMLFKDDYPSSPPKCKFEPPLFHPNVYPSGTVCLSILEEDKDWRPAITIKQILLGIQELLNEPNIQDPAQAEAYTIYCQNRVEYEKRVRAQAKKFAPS
An asterisk follows results filed as active; ? = inconclusive; · = no result given.

SMILES | HCV NS3 hel inh | M18AAP inhibitor | MEKK2 mut-MEK5 | NALP1 inh | DNA FID counter | VIM-2 inhibitor | MEKK2wt PB1 HTS | IMP-1 inh | SUMO HTRF inh
O=C(CN1C(=O)c2cccnc2Oc2ccc(Cl)cc21)NC1CCCC1 | -1 | 2 | 4 | 15 | -22 | -2.0 | 98 | -0.1 | 6
CCOC(=O)CN1C(c2ccccc2O)Nc2ccc(Br)cc2C1c1ccccc1 (stereo not drawn) | -1 | -6 | -3 | 4 | -18 | -0.8 | 67 | 0.4 | -18
Cc1c(C)n(CC(O)CNc2ccccc2)c2ccccc12 (stereo not drawn) | -4 | 12 | 0 | -9 | -3 | -1.3 | 101 | -4.3 | -3
COc1ccc(Cl)cc1NC(=O)N1CCC(C)CC1 | -3 | -4 | -11 | 4 | 0 | 0.0 | 85 | -2.0 | 18
N/C(CC(=O)Nc1cccc(C(F)(F)F)c1)=N/O | -1 | 0 | -3 | 7 | 1 | -2.8 | 97 | -4.2 | 5
CCCNC(=O)CS(=O)Cc1nc(-c2ccc(OC)cc2)oc1C (stereo not drawn) | 5 | -4 | 12 | 0 | -13 | -2.1 | 110 | -4.3 | 14
COc1ccc(NS(=O)(=O)c2cccc(C(=O)Nc3cccc(C(=O)O)c3)c2)cc1 | 6 | 0 | 2 | 18 | -17 | -1.5 | 104 | -0.2 | -6
O=C(NC1CC1)c1nc(Cn2ccc([N+](=O)[O-])n2)no1 | 15 | -14 | -4 | -19 | -10 | 2.4 | 98 | 2.4 | -9
O=C(O)CC1S/C(=N\N=C2CCCCCCC2)N(c2ccccc2)C1=O (stereo not drawn) | 7 | -12 | 1 | -2 | -29 | -0.4 | 105 | -1.3 | 9
CC(C)CC(NC(=O)CCl)c1ccccc1 (stereo not drawn) | -13 | 7 | -4 | 23 | 1 | 1.2 | 96 | -3.4 | -5
OCC1(CCOc2ccccc2)CCN(Cc2cn[nH]c2-c2ccc(F)cc2)CC1 | -18 | 7 | 16 | 13 | 18 | -2.5 | 126 | -1.5 | 21
COc1cccc(-c2cccc(NC(=O)C3CCN(C4CCC4)CC3)c2)c1 | 9 | -1 | 7 | 6 | 5 | -2.6 | 104 | -3.5 | -10
O=C(NC1CCSc2ccccc21)c1ccc(F)c(S(=O)(=O)N2CCOCC2)c1 (stereo not drawn) | -5 | -5 | 3 | 14 | -23 | -2.4 | 107 | -0.9 | -2
CCC(Sc1nc2ncnc(N)c2[nH]1)C(=O)O (stereo not drawn) | 6 | 7 | -8 | 13 | 1 | -1.6 | 97 | -4.2 | -8
Cc1nc(CSc2ccc(Cl)cc2)cc(N2CC(C)OC(C)C2)n1 (stereo not drawn) | -5 | 0 | 0 | 0 | -2 | 0.5 | 109 | -3.7 | 13

Looked up one by one from the entries so far:
SMILES | HCV NS3 hel inh | M18AAP inhibitor | MEKK2 mut-MEK5 | NALP1 inh | DNA FID counter | VIM-2 inhibitor | MEKK2wt PB1 HTS | IMP-1 inh | SUMO HTRF inh
CCOC(=O)CN1C(c2ccccc2O)Nc2ccc(Br)cc2C1c1ccccc1 (stereo not drawn) | -1 | -6 | -3 | 4 | -18 | -0.8 | 67 | 0.4 | -18
Cc1nc(CSc2ccc(Cl)cc2)cc(N2CC(C)OC(C)C2)n1 (stereo not drawn) | -5 | 0 | 0 | 0 | -2 | 0.5 | 109 | -3.7 | 13

Further entries:
SMILES | HCV NS3 hel inh | M18AAP inhibitor | MEKK2 mut-MEK5 | NALP1 inh | DNA FID counter | VIM-2 inhibitor | MEKK2wt PB1 HTS | IMP-1 inh | SUMO HTRF inh
CN(C(=O)C1CCCN(c2ncnc3c2nc2n3CCCCC2)C1)c1cccc(Cl)c1 (stereo not drawn) | 3 | 9 | 1 | -16 | -22 | -1.5 | 93 | -2.1 | 5
CCC(c1nnnn1C1CCCCC1)N(Cc1ccco1)Cc1cc2ccc(OC)cc2[nH]c1=O (stereo not drawn) | 1 | 5 | 1 | 8 | -1 | -2.9 | 96 | -0.1 | 4
Cc1cc(C)cc(NC(=O)c2cc(S(=O)(=O)N3CCCC3)cn2C)c1 | 2 | -2 | 2 | -2 | -34 | 0.2 | 94 | -4.4 | 4
Cc1ccc(CNC(=O)C2CC(c3cc(C(F)(F)F)cc(C(F)(F)F)c3)=NO2)o1 (stereo not drawn) | · | · | 0 | 3 | · | · | 100 | · | -10
CCc1ccccc1NC(=O)CC(c1ccc(OC)cc1)n1cccc1 (stereo not drawn) | 0 | -11 | -2 | 34 | -10 | 0.1 | 98 | -0.9 | 6
COc1ccccc1NC(=S)NN1CCN(C)CC1 | 1 | 0 | -1 | 15 | -2 | -0.8 | 100 | -4.2 | 0
CCOCCOC(=O)C1=C(C)Nc2ccc(C)cc2S1 | 1 | 15 | -1 | -7 | -9 | -6.9 | 90 | -3.6 | 5
CCN(CC)S(=O)(=O)c1ccc(N2CCOCC2)c(NC(=O)Cc2ccc(Cl)cc2)c1 | -6 | -10 | 9 | 34 | -29 | -4.1 | 105 | -0.9 | -5
O=C(c1ccco1)N(Cc1cc2ccccc2[nH]c1=O)C1CCCCC1 | 3 | -7 | 3 | 12 | -16 | -2.4 | 103 | -0.8 | 9
CC1=C(C(=O)Nc2cccc(C)n2)C(c2ccc3c(c2)OCO3)C2=C(CC(c3ccco3)CC2=O)N1 (stereo not drawn) | 35 | 26 | -1 | 31 | -35 | -2.9 | 93 | -3.4 | -6
CC(C)(C)c1ccc(Oc2ccc(N)cn2)cc1 | -6 | 4 | -3 | 0 | -10 | -1.4 | 103 | 0.9 | 19
Cc1onc(-c2ccccc2)c1C(=O)N(Cc1ccccc1)C(C)C | -9 | -3 | 4 | -31 | -28 | -1.2 | 107 | -0.8 | 11
O=C(O)CCc1ccc(-c2ccccc2)n1-c1ccc(C(=O)O)cc1 | -1 | 5 | 4 | 13 | -11 | 0.1 | 106 | 1.1 | -2
O=C(c1ccc(Br)s1)N1CCc2ccccc2C1 | -4 | 1 | 4 | 14 | -15 | -3.2 | 106 | -2.2 | 1
CN(C)/C=C/C(=O)c1ccc(Cl)cc1Cl | 18 | 8 | -6 | -9 | -5 | -1.4 | 96 | -2.2 | 15
CN(CCC#N)C(=O)COC(=O)c1cccnc1Nc1ccccc1F | -2 | -2 | -3 | 11 | -4 | -4.1 | 88 | -3.2 | 12
CCOc1ccc(NC(=O)C2C3C=CC4(O3)C2C(=O)N(Cc2cccnc2)C4C(=O)NC2CCCCC2)cc1 (stereo not drawn) | 1 | -4 | -2 | 16 | -24 | 0.5 | 99 | -4.4 | 5
CCOC(=O)N1CCC(NC(=O)c2csc3c2CCCC3)CC1 | -1 | -2 | 11 | 1 | -21 | -4.5 | 115 | -4.7 | 8
O=C(NCc1ccco1)c1noc2c1CCCCC2 | -5 | -4 | 7 | · | -6 | -1.9 | 109 | -2.1 | 4
Cn1nnnc1SCC(=O)NC(=O)NCc1ccccc1 | -9 | 6 | 4 | 16 | 5 | -2.8 | 101 | -4.3 | -14
O=C(NC(=S)Nc1ccccc1Cl)c1ccco1 | 7 | 8 | -8 | 14 | -1 | -0.2 | 97 | -1.6 | -7
CC(C)[C@H](NC(=O)N1CCn2c1nc1ccccc12)C(=O)NCc1ccc2c(c1)OCO2 | -4 | 2 | 9 | 0 | -51 | -3.5 | 106 | -2.9 | 6
Cc1c(-c2cccc(NC(=O)c3ccco3)c2)nc2ncccn12 | 4 | 9 | -14 | 9 | -18 | 2.4 | 74 | 0.0 | ?
Cc1c(C(=O)NC(Cc2ccccc2)c2nc3ccccc3[nH]2)cccc1[N+](=O)[O-] (stereo not drawn) | -2 | 4 | -2 | 9 | 2 | -3.1 | 95 | -0.3 | -1
CS(=O)(=O)Nc1cccc(C2=NN(C(=O)c3ccco3)C(c3cccs3)C2)c1 (stereo not drawn) | -10 | 5 | 2 | 13 | -35 | 0.8 | 100 | 0.1 | 6
CCOC(=O)c1cc(-c2ccccc2)nc2nc(N(CC)CC)sc12 | -10 | 3 | -3 | 33 | -22 | -3.5 | 90 | -4.9 | -1
O=C(CCn1c(=O)c2ccccc2n(CC(=O)NCCC2=CCCCC2)c1=O)NCc1ccco1 | 19 | 9 | 3 | 14 | -11 | -1.0 | 99 | -1.0 | -9
CC(C)c1nc(-c2ccccc2)c(-c2ccccc2)[nH]1 | -2 | 3 | -7 | 6 | 3 | 0.1 | 98 | -3.8 | 0
Cc1cc(C)cc(Nc2cc(=O)n(C3CCCCC3)c(=O)[nH]2)c1 | 1 | 5 | -1 | 34 | -6 | -2.6 | 96 | -2.1 | 24
CC(=O)N1CCN(C(=S)c2ccc(Cl)cc2)CC1 | -9 | 22 | 0 | 18 | 3 | -0.7 | 98 | -0.9 | -19
COC(=O)c1sccc1NS(=O)(=O)c1ccc(F)cc1F | 0 | -6 | 7 | -3 | -9 | -4.4 | 107 | -4.9 | -6
Cn1c(N)c(C(=O)COC(=O)c2ccnc3ccccc23)c(=O)n(C)c1=O | 5 | -3 | 6 | 10 | -8 | 9.7* | 97 | -5.2 | 18
CCN(CC)c1ccc2cc(C(=O)NNC(=O)c3ccc(S(=O)(=O)N4CCCCC4)cc3)c(=O)oc2c1 | 5 | 2 | -2 | 15 | -2 | -0.4 | 88 | 0.3 | 11
COc1cc(O)c(C(CC(=O)N2CCN(c3ccccc3)CC2)c2ccc(N(C)C)cc2)c(OC)c1 (stereo not drawn) | · | · | 4 | 18 | · | · | 134 | · | 0
CSCCC(NC(=O)C12CC3CC(CC(C3)C1)C2)C(=O)OCC(=O)c1ccc(C)cc1 (stereo not drawn) | -5 | 1 | 1 | 21 | -4 | -3.8 | 104 | -3.9 | -3
c1ccc(-n2ncc3c(NCC4CCCO4)ncnc32)cc1 (stereo not drawn) | 1 | -11 | 5 | 3 | -6 | -0.3 | 97 | 2.2 | -10
COc1ccc(/C=C/C(=O)OCC(=O)Nc2ccc(S(N)(=O)=O)cc2)cc1OC | 1 | 4 | -4 | 1 | -13 | 0.2 | 91 | -0.7 | 18
CC(=O)Nc1cc(NC(C)=O)c(CC(C)C)s1 | 12 | 0 | 6 | 22 | -3 | -2.3 | 107 | -3.4 | 13
O=C(CN1C(=O)c2ccccc2C1=O)Nc1nc(-c2cccc([N+](=O)[O-])c2)cs1 | 14 | 7 | · | 0 | -2 | -0.4 | · | 0.3 | 10
Cc1cccc(N2CCN(c3ccc(C(N)=O)cc3[N+](=O)[O-])CC2)c1C | 11 | 1 | -4 | 18 | 0 | -1.1 | 98 | -1.4 | 8
Cc1cc(C)c(NC(=O)CS(=O)CC(=O)Nc2ccc(N3CCOCC3)cc2)c(C)c1 (stereo not drawn) | 2 | 7 | 2 | 9 | -25 | -2.1 | 98 | -1.9 | 7
CCOC(=O)Nc1sc(C)nc1-c1ccccc1 | 6 | 1 | 7 | -43 | -10 | -2.5 | 108 | -2.8 | 4

Quoted from the listing:
Under DNA FID counter, CCOC(=O)c1cc(-c2ccccc2)nc2nc(N(CC)CC)sc12 has the entry -22
Under SUMO HTRF inh, CCOCCOC(=O)C1=C(C)Nc2ccc(C)cc2S1 has the entry 5
Under DNA FID counter, CCN(CC)c1ccc2cc(C(=O)NNC(=O)c3ccc(S(=O)(=O)N4CCCCC4)cc3)c(=O)oc2c1 has the entry -2

Random draw from the library. About 4.7% of those tested had a hit in this group.
